Source: PubChem BioAssay (several laboratories)
Bfl-1 displacement: displacement of Bid BH3 peptide from Bfl-1 – biochemical, fluorescence polarization, FITC-Bid, mouse, primary screen (AID 432); FITC-Bid BH3 peptide fluorescence polarization displacement; higher % means a stronger effect; displacement, % at 20 µM, or IC50 in µM where a hit was titrated; actives 0.02% (n = 64,000); in the data active = a potency from the dose series; inactive = the rest, 99 in 100 with displacement below about 15%; note: strong numbers were not always called active
HPDE-C7 viability: HPDE-C7 pancreatic duct cell viability loss – fluorescence, HTS (AID 430) | HPDE-C7 pancreatic duct cells viability, fluorescence; higher % means a stronger effect | actives 1.8% (n = 63,000) | one-dose cytotoxicity, % at 10 µM; EC50 in µM for titrated hits;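 note: cells exposed to compound for 48 hours before viability readout; 0% = vehicle and 100% = reference cytotoxic drug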
Spn PMK inh: blocks S. pneumoniae phosphomevalonate kinase; actives 0.49% (n = 65,000); purified PMK, PK/LDH-coupled NADH absorbance 340 nm; inhibition, % at 10 µM;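 active = top-ranked compounds by inhibition in the single 10 µM screen, taking a fixed number of the strongest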;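 note: 0% = full reaction with DMSO carrier and 100% = background rate without enzyme reaction; no value below 0 was filed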
KRASV12 cytotoxicity: cytotoxicity in KRAS-transformed pancreatic duct cells, primary screen, cell-based, fluorescence, HTS (AID 431); HPDE-C7K KRASV12 cells, Alamar Blue viability, 48 h; higher % means a stronger effect; one-dose cytotoxicity, % at 10 µM; EC50 in µM for titrated hits; actives 1.7% (n = 63,000);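 active = compounds whose percent cytotoxicity in the single-dose primary screen, scaled between solvent and toxic-drug controls, exceeds 50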;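 note: 0% = DMSO solvent wells and 100% = doxorubicin-treated wells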
LYP phosphatase: inhibition of human PTPN22 tyrosine phosphatase – biochemical, DiFMUP fluorescence, recombinant catalytic domain, 10 µM, primary screen (AID 606); 52,000 tested, under 10 active; recombinant LYP catalytic domain, DiFMUP fluorescence; higher % means a stronger effect; inhibition, % at 10 µM, or IC50 in µM where a hit was titrated;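 active = IC50 under 40 µM in the dose-response test; inactive = IC50 of 40 µM or more, or never dose-tested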
Alkaline phosphatase: human TNAP enzyme inhibitors, biochemical, luminescent (AID 518) | purified TNAP enzyme, luminescent substrate readout; higher % means a stronger effect | inhibition, % at 20 µM; hits with a dose series show IC50 in µM | actives 0.09% (n = 64,000); in the data active = a potency from the dose series; inactive = the rest, 99 in 100 with inhibition below about 22%;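 note: plate controls were vehicle for no effect and reference inhibitor for full effect; many of its hits are not listed in these tables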
DPM-DC inhibit: S. pneumoniae DPM-DC inhibition | purified DPM-DC, PK/LDH coupled NADH fluorescence | calls only at 10 µM | actives 0.49% (n = 65,000) | AID 556;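 active = the 320 compounds with the highest percent inhibition in the single-dose primary screen, excluding strongly autofluorescent ones, cut at about 32% in these data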;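 note: kinetic rate of NADH fluorescence loss reporting ADP formed by the decarboxylase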
HT1080 viability: HT1080 cell viability loss – fluorescence readout (AID 620). HT1080 viability, fluorescence; higher % means a stronger effect. actives 0.42% (n = 87,000). one-dose cytotoxicity, % at 10 µM; EC50 in µM for titrated hits;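 note: cells exposed to compound overnight then 4 h with Alamar Blue; 0% = vehicle DMSO and 100% = killing control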
Spn MK inh: S. pneumoniae mevalonate kinase inhibition; purified MK, PK/LDH-coupled NADH absorbance 340 nm; inhibition, % at 10 µM; actives 0.48% (n = 65,000);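 active = ranked among the strongest by inhibition in the single 10 µM screen, a fixed top-ranked set picked for dose follow-up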; note: no value below 0 was filed
Spn PMK inh pilot replicates: second read-out of Spn PMK inh, no call of its own (marks repeat the call); inhibition, %; measured here: pilot screen replicates
Spn MK inh pilot replicates: also measured in Spn MK inh; calls as there; inhibition, %; measured here: pilot screen replicates
DPM-DC inhibit pilot screen %: further read-out of DPM-DC inhibit, marked with its call; inhibition, %; measured here: pilot screen trials
* = called active by the depositor; i = inactive; . = not tested or not shown; + = active, no number. Cut-off read from the data, not from the text of the source, unless noted: active = cytotoxicity above about 50%; inactive = the rest. The order is random. Share with any hit: about 3.3%.

SMILES	Bfl-1 displacement	HPDE-C7 viability	Spn PMK inh	KRASV12 cytotoxicity	LYP phosphatase	Alkaline phosphatase	DPM-DC inhibit	HT1080 viability	Spn MK inh	others
COc1ccc2[nH]c(=O)c(CN(C(=O)NC3CCCCC3)C3CCCCC3)cc2c1	0%	3%	13	-12%	16%	8%	i	-9%	2
COc1ccccc1NC(=O)N(C1CCCC1)C1CCN(C(C)=O)CC1	2%	0%	9	-4%	13%	13%	i	.	8	Spn PMK inh pilot replicates=1.5;Spn MK inh pilot replicates=0.0;DPM-DC inhibit pilot screen %=14
Cc1cc(C)n(CC(=O)c2ccccc2)c(=O)c1C#N	-3%	-1%	1	9%	.	10%	i	-4%	8
CC(C)[C@H](N)c1nnc(SCc2ccc(Cl)cc2)o1	-5%	-3%	5	5%	.	-7%	i	3%	8
COc1ccc(CCn2c(=N)c(C(=O)NCc3ccco3)cc3c(=O)n4ccccc4nc32)cc1	12%	3%	7	27%	.	21%	i	8%	4	Spn PMK inh pilot replicates=6.5;Spn MK inh pilot replicates=0.0;DPM-DC inhibit pilot screen %=5.0
CCCCC(=NCCO)C1=C(O)C(C(=O)OC)C(C)(C)CC1=O (stereo not drawn)	7%	-11%	7	-4%	-3%	5%	i	3%	3	Spn PMK inh pilot replicates=0.5;Spn MK inh pilot replicates=1.5;DPM-DC inhibit pilot screen %=1.0
CN(C(=O)COc1ccc(C(C)(C)C)cc1)C1CCS(=O)(=O)C1 (stereo not drawn)	1%	8%	0	7%	-1%	4%	i	-4%	4
Cc1nnc2ccc(N3CCN(c4cccc(C(F)(F)F)c4)CC3)nn12	-1%	11%	0	4%	-12%	14%	i	11%	4	Spn PMK inh pilot replicates=1.5;Spn MK inh pilot replicates=1.5;DPM-DC inhibit pilot screen %=0.0
Cc1cc(C)cc(N(CC(=O)NCC2CCCO2)S(=O)(=O)c2c(C)noc2C)c1 (stereo not drawn)	-4%	-16%	6	-5%	2%	9%	i	-4%	6
Nc1nnnn1/N=C/c1ccccc1OCc1ccccc1	8%	-10%	0	-8%	.	12%	i	4%	5	Spn PMK inh pilot replicates=4.5;Spn MK inh pilot replicates=0.5;DPM-DC inhibit pilot screen %=2.5
N#CCCN1CCN(C(=S)c2ccc(-c3ccc(Cl)cc3)o2)CC1	5%	11%	9	6%	5%	15%	i	26%	6
CCCN(CCC)C(=O)C1CCN(c2cc(C)nc3c(-c4ccc(OC)c(OC)c4)c(C)nn23)CC1	-2%	5%	8	7%	.	17%	i	-6%	8	Spn PMK inh pilot replicates=2.0;Spn MK inh pilot replicates=4.5;DPM-DC inhibit pilot screen %=7.5

Random excerpt: four records from the list.
SMILES	Bfl-1 displacement	HPDE-C7 viability	Spn PMK inh	KRASV12 cytotoxicity	LYP phosphatase	Alkaline phosphatase	DPM-DC inhibit	HT1080 viability	Spn MK inh	others
Cc1nnc2ccc(N3CCN(c4cccc(C(F)(F)F)c4)CC3)nn12	-1%	11%	0	4%	-12%	14%	i	11%	4	Spn PMK inh pilot replicates=1.5;Spn MK inh pilot replicates=1.5;DPM-DC inhibit pilot screen %=0.0
CCCCC(=NCCO)C1=C(O)C(C(=O)OC)C(C)(C)CC1=O (stereo not drawn)	7%	-11%	7	-4%	-3%	5%	i	3%	3	Spn PMK inh pilot replicates=0.5;Spn MK inh pilot replicates=1.5;DPM-DC inhibit pilot screen %=1.0
Nc1nnnn1/N=C/c1ccccc1OCc1ccccc1	8%	-10%	0	-8%	.	12%	i	4%	5	Spn PMK inh pilot replicates=4.5;Spn MK inh pilot replicates=0.5;DPM-DC inhibit pilot screen %=2.5
N#CCCN1CCN(C(=S)c2ccc(-c3ccc(Cl)cc3)o2)CC1	5%	11%	9	6%	5%	15%	i	26%	6

(cont.)
SMILES	Bfl-1 displacement	HPDE-C7 viability	Spn PMK inh	KRASV12 cytotoxicity	LYP phosphatase	Alkaline phosphatase	DPM-DC inhibit	HT1080 viability	Spn MK inh	others
NS(=O)(=O)c1cc2c(cc1Cl)NC(C1C[C@H]3C=C[C@@H]1C3)NS2(=O)=O (stereo partly drawn)	3%	-1%	5	6%	10%	20%	i	-7%	9	Spn PMK inh pilot replicates=0.0;Spn MK inh pilot replicates=3.0;DPM-DC inhibit pilot screen %=0.5
CCOC(=O)c1c(NC(=O)CC)sc(C(C)=O)c1C	-8%	-6%	9	0%	-9%	4%	i	2%	14
COc1ccc(Cl)c(Cn2c(NCc3ccccn3)nc3c2c(=O)n(C)c(=O)n3C)c1	-11%	-4%	5	-1%	6%	9%	i	2%	8
Cc1ccc(-c2csc(/C(C#N)=C(\O)CN3CCN(C(=O)c4ccco4)CC3)n2)cc1	0%	-1%	6	7%	8%	5%	i	-4%	7
COc1ccc(C(=O)Nc2ccccc2N2CCOCC2)cc1Br	0%	-11%	7	-12%	-7%	5%	i	-8%	8
C=CCn1c(SCC(=O)NCCOC)nc2scc(-c3ccco3)c2c1=O	-4%	-7%	11	-12%	.	3%	i	-2%	0
O=C(c1cccc(Cl)c1)N1CCN(c2ccccn2)CC1	-5%	-15%	2	-22%	-3%	6%	i	5%	9
CC(=O)c1ccc(C(=O)Nc2ccc(N3CCOCC3)cc2)cc1	-3%	-6%	0	-18%	16%	7%	i	19%	3
CC(C)(C)NC(=O)C1CN(S(=O)(=O)c2ccccc2)CCN1S(=O)(=O)c1ccccc1 (stereo not drawn)	-9%	2%	9	2%	.	7%	i	9%	7
Cc1cc(NC(=O)C2CC(c3ccc(F)cc3)=NO2)no1 (stereo not drawn)	-1%	1%	11	6%	2%	13%	i	2%	7
O=C1C(c2ccncc2)N(CCC2=CCCCC2)C(=O)CN1C1CCCCC1 (stereo not drawn)	4%	-6%	8	-4%	5%	11%	i	6%	0
CCCSC1=C(C#N)C(c2ccccc2OCC)CC(=O)N1 (stereo not drawn)	4%	3%	11	3%	3%	10%	i	-5%	8	Spn PMK inh pilot replicates=4.0;Spn MK inh pilot replicates=1.0;DPM-DC inhibit pilot screen %=0.0
O=C(Nc1ccc(Cn2nnc3ccccc32)cc1)c1ccco1	0%	5%	16	23%	1%	13%	i	10%	0
OCCSc1c(F)c(SCCO)c(SCCO)c(F)c1SCCO	1%	-4%	3	0%	5%	-1%	i	-1%	12
O=C(NCc1cccnc1)c1ccc(COc2ccccc2Br)o1	-2%	13%	0	11%	0%	19%	i	6%	12
NC(=O)CSc1nnnn1CC(CC(=O)O)c1ccccc1 (stereo not drawn)	.	.	10	.	9%	.	i	8%	5
CCOC(=O)c1ccccc1NC(=O)CCNC(=O)Cn1cnc2ccccc2c1=O	-8%	3%	2	10%	-20%	-2%	i	-2%	.
Cc1cc(NCCN2CCOCC2)n2ncc(-c3ccccc3)c2n1	-6%	-21%	10	2%	.	6%	i	4%	4
O=C(N1CCOCC1)N1c2ccccc2CC(N2CCOCC2)c2ccccc21 (stereo not drawn)	-26%	3%	0	4%	6%	0%	i	-6%	5
C=CCn1c(SC2CCOC2=O)nc2scc(C3CC3)c2c1=O (stereo not drawn)	-6%	5%	13	6%	.	11%	i	-4%	5
COc1cc(C2C(C(N)=O)=C(C)Nc3nc(CCCO)nn32)cc(OC)c1OC (stereo not drawn)	-9%	-1%	.	9%	6%	6%	i	-3%	5
c1nc(N2CCCCCC2)c2[nH]cnc2n1	-1%	-4%	8	-5%	2%	-10%	i	.	4
CC1CCN(C(=O)Cn2c(=O)n(CCc3ccccc3)c(=O)c3ccccc32)CC1	2%	-3%	17	-10%	0%	3%	i	2%	0
CCOC(=O)C1CCCN(c2ncnc3c2oc2ccccc23)C1 (stereo not drawn)	-4%	-24%	7	-18%	15%	1%	i	3%	1
COCc1nnc(NC(=O)c2ccc(NC(C)=O)cc2)s1	-4%	29%	6	31%	6%	4%	i	0%	4	Spn PMK inh pilot replicates=1.0;Spn MK inh pilot replicates=0.0;DPM-DC inhibit pilot screen %=0.0
Cn1c(SCC(=O)NCCc2ccccc2)nnc1-c1ccncc1	-1%	4%	0	-12%	.	4%	i	-3%	0
CCc1[nH]nc2c1C(c1ccncc1)C(C#N)=C(N)O2 (stereo not drawn)	1%	-22%	10	-9%	5%	19%	i	11%	10	Spn PMK inh pilot replicates=0.0;Spn MK inh pilot replicates=0.0;DPM-DC inhibit pilot screen %=0.0
COC(=O)Cn1c(=O)c2c(nc(Br)n2CC(=O)OC)n(C)c1=O	1%	4%	10	-12%	17%	4%	i	1%	11	Spn PMK inh pilot replicates=0.0;Spn MK inh pilot replicates=0.0;DPM-DC inhibit pilot screen %=1.5
CCOC(=O)CSc1nnc(-c2cccnc2)n1Cc1ccccc1	-1%	9%	3	12%	5%	12%	i	5%	9	Spn PMK inh pilot replicates=10;Spn MK inh pilot replicates=8.0;DPM-DC inhibit pilot screen %=2.0
CCOC(=O)c1cnn(-c2cc(C)c3ccccc3n2)c1N	-3%	-1%	7	11%	6%	5%	i	-2%	11
CC12CC(c3ccccc3O1)N(C(=O)c1ccco1)C(=O)N2c1ccccc1 (stereo not drawn)	2%	2%	13	-1%	6%	-8%	i	-6%	0
CCN(Cc1ccccc1)C(c1ccccn1)c1nnnn1C(C)(C)CC (stereo not drawn)	-2%	-12%	0	-15%	.	-1%	i	-2%	.
Cn1c(C(=O)NCc2ccco2)cc2c(=O)[nH]c3ccccc3c21	2%	-17%	19	-7%	0%	9%	i	-2%	15
COc1ccccc1-c1cc(C(=O)Nc2ccc(F)cc2F)no1	2%	-12%	11	-10%	11%	5%	i	1%	12
COc1ccc(-c2noc(CCC(N)=O)n2)cc1OC	-3%	1%	12	7%	-5%	11%	i	-11%	9
Cc1cccc(OCc2nnc(SCC(=O)Nc3ccc(C)c(C)c3)o2)c1	-6%	-24%	0	-12%	8%	2%	i	0%	6
C=CCn1c(O)c(CN2CCOCC2)c(C)c(C#N)c1=O	-4%	0%	6	-10%	8%	10%	i	19%	8
CCOC(=O)N1CCN(C2OC(=O)c3ccccc32)CC1 (stereo not drawn)	-2%	3%	1	8%	10%	9%	i	-14%	10
COc1ccccc1N1CCN(C(=O)CSc2nnc(NC(=O)c3ccco3)s2)CC1	-4%	10%	12	2%	.	8%	+	-14%	0
CCc1ccccc1NC(=O)Cn1nnc(-c2cccnc2)n1	2%	-10%	12	-2%	2%	14%	i	3%	12

Molecules from the list above containing an NH in an aromatic ring, in the order listed:
SMILES	Bfl-1 displacement	HPDE-C7 viability	Spn PMK inh	KRASV12 cytotoxicity	LYP phosphatase	Alkaline phosphatase	DPM-DC inhibit	HT1080 viability	Spn MK inh	others
COc1ccc2[nH]c(=O)c(CN(C(=O)NC3CCCCC3)C3CCCCC3)cc2c1	0%	3%	13	-12%	16%	8%	i	-9%	2
c1nc(N2CCCCCC2)c2[nH]cnc2n1	-1%	-4%	8	-5%	2%	-10%	i	.	4
CCc1[nH]nc2c1C(c1ccncc1)C(C#N)=C(N)O2 (stereo not drawn)	1%	-22%	10	-9%	5%	19%	i	11%	10	Spn PMK inh pilot replicates=0.0;Spn MK inh pilot replicates=0.0;DPM-DC inhibit pilot screen %=0.0
Cn1c(C(=O)NCc2ccco2)cc2c(=O)[nH]c3ccccc3c21	2%	-17%	19	-7%	0%	9%	i	-2%	15
